NALP1 inh – NALP1 inhibition; S. cerevisiae NALP1/ASC/caspase-1 growth, X-gal OD620, 72 h; inhibition, % at 10 µM; actives 0.61% (n = 280,000); AID 2071; in the data active means inhibition mostly above about 24%, no sharp cut-off; inactive means mostly below about 32%; further: some compounds called inactive have numbers as strong as hits
IMP-1 inhibitor – inhibitors of Pseudomonas aeruginosa IMP-1 metallo-beta-lactamase; inhibition, % at 5.6 µM; purified IMP-1, nitrocefin hydrolysis, epi-absorbance fluorescence; actives 0.45% (n = 290,000);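 active means inhibition above the mean plus 3 SD of all compounds in the same screening run, cut at about 4.5% in these data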;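 further: 0% = IMP-1 with DMSO and 100% = DMSO wells lacking enzyme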
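Assay system: purified IMP-1; Quantity: IMP-1 0.2 nM before substrate addition; Medium: HEPES buffer pH 7.1 with ZnSO4 and Brij 35; Incubation: 15 min enzyme–compound preincubation, then 25 min nitrocefin reaction, 25 °C; Signal: fluorescence quenching readout, ex 480/em 530 nm; Controls: DMSO with and without IMP-1; Repeats: singlicate testing.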
p-CIP stab down – compounds decreasing mouse p/CIP protein stability | Q05BA5 | AID 1984 | F442A p/CIP-EGFP cells, EGFP fluorescence, 16 h | actives 0.01% (n = 290,000) | decrease of EGFP signal, % at 10 µM;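 active means EGFP signal decrease of at least 30% at 10 µM or well 3 SD below plate mean, unless failing retest; inactive means the rest, including hits failing retest or dose response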; further: some compounds called inactive have numbers as strong as hits; many of its hits are not listed in these tables
VIM-2 inh – inhibitors of Pseudomonas aeruginosa VIM-2 metallo-beta-lactamase; purified VIM-2, nitrocefin hydrolysis, epi-absorbance fluorescence; inhibition, % at 5.6 µM; actives 0.89% (n = 290,000);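 active means inhibition above the mean of all tested compounds plus 3 SD, cutoff set per screening run, cut at about 7.5% in these data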;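 further: red hydrolysis product quenches plate fluorescence so inhibitors raise well fluorescence; 0% = enzyme with DMSO and 100% = DMSO without enzyme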
PfM18AAP inh – blocks P. falciparum M18 aspartyl aminopeptidase | recombinant PfM18AAP, H-Glu-NHMec fluorogenic cleavage | actives 1.2% (n = 290,000) | inhibition, % at 7.35 µM;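 active means inhibition above the campaign mean inhibition over all tested compounds plus 3 SD, cut at about 28% in these data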;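 further: 0% = plate median of test compound wells and 100% = 2 mM ZnCl2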
IDE cell inh – cellular human IDE inhibition. P14735. HEK cells, FAbetaB cleavage, fluorescence polarization. inhibition, % at 5.59 µM. actives 0.41% (n = 320,000);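 active means percent inhibition above the average of all tested compounds plus 3 SD, set per screening campaign, cut at about 16% in these data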;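 further: IDE supplied by intact live HEK cells; FP after avidin binding of uncleaved biotin substrate so inhibition keeps polarization high; 0% = DMSO wells and 100% = 60 µM reference IDE inhibitor Ii1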
GPR7 antag – antagonists of human GPR7 (neuropeptides B/W receptor 1); P48145; GPR7-expressing cells, fluorescence antagonist assay; inhibition, % at 4.4 µM; actives 1.1% (n = 290,000); AID 1861; in the data active means inhibition above about 16%, passing the limit was not always enough;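 further: cells stimulated with the agonist NPW; 0% = agonist with vehicle and 100% = vehicle without agonist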
Target sequence (P48145 whole entry, looked up): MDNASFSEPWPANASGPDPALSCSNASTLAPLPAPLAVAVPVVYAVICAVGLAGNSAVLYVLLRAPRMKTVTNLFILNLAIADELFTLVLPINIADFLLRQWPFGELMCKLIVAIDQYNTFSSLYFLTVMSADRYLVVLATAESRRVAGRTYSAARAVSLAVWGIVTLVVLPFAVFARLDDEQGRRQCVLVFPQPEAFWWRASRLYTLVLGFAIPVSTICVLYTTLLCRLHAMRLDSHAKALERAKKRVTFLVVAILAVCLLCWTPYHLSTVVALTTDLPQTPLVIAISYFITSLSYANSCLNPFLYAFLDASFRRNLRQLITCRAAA
IDE act – activators of human insulin-degrading enzyme in cells; P14735; HEK cells, FAbeta-B cleavage, fluorescence polarization; 0% vehicle, 100% cell-free pure enzyme wells; activation, % at 5.96 µM; actives 0.073% (n = 340,000); AID 493087;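 active means activation above the mean of all tested compounds plus 3 SD, set per screening campaign, cut at about 17% in these data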
PHOSPHO1 inh – inhibitors of human PHOSPHO1 phosphatase; Q8TCT1; actives 1.1% (n = 290,000); AID 1565; inhibition, % at 13.3 µM; recombinant PHOSPHO1, absorbance phosphatase assay; in the data active means inhibition above about 60%
Target sequence (Q8TCT1 whole entry, looked up): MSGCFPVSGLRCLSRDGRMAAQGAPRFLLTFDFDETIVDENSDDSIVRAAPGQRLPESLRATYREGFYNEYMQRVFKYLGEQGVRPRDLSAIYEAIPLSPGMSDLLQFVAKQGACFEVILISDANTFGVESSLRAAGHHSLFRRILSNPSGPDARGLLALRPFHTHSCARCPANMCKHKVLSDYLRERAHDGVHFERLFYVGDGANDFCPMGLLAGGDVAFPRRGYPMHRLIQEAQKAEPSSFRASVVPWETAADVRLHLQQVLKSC
Active calls of the source: *; / = not tested or not shown.

1	COC(=O)C1C(=O)C2=C(CC1C)NC(C)=C(C(=O)OCCOc1ccccc1)C2c1ccc(C)o1 (centres undefined)
2	COc1ccc(C(=O)NCC(=O)N=Nc2c(O)n(C)c3ccccc23)cc1OC
3	COc1cccc(C(=O)N2CCN(C(=O)c3ccc(-c4ccccc4)cc3)CC2)c1OC
4	CCCCN(CCCC)S(=O)(=O)c1ccc2[nH]c(=O)[nH]c2c1
5	O=C(NCC(=O)N(c1cccnc1)C(C(=O)NCc1ccco1)c1ccccc1)c1ccco1 (centres undefined)
6	Cc1cc(C)c(C(=O)CSc2nnc(N)s2)cc1C
7	CCCCOC(=O)Nc1nc2ccc([N+](=O)[O-])cc2s1
8	CCOC(=O)CC1(C)OCC(C[N+]2(C)CCCCC2)O1 (centres undefined)
9	O=C(Nc1ccccc1N1CCCC1)c1cc2ccccc2o1
10	CCc1ccc(/C=C2\SC(=S)N(CCCC(=O)Nc3ccccc3C(=O)O)C2=O)cc1

screen / no.	1	2	3	4	5	6	7	8	9	10
IDE act	1	3	-1	-3	6	-1	/	2	-1	10
VIM-2 inh	4.4	2.8	-2.4	-2.1	-0.4	0.0	0.6	-1.4	0.3	-2.1
p-CIP stab down	-9	0	-8	-10	-9	3	15	13	5	7
NALP1 inh	4	1	10	-10	4	5	6	7	15	-6
IMP-1 inhibitor	2.2	-2.5	-0.6	0.5	0.3	-3.0	-2.9	0.9	-4.5	-0.6
GPR7 antag	8	-5	-1	0	1	-14	-9	-12	-9	-9
PfM18AAP inh	14	-4	-2	5	-10	-10	1	3	-1	-2
IDE cell inh	6	-3	3	-2	10	-3	-2	-5	-10	-6
PHOSPHO1 inh	-1	-125	17	-9	10	12	12	-5	10	33

11	COC(=O)[C@@]1(Cc2ccc(OC)cc2)[C@H]2c3cc(C(=O)N4CCCC4)n(CCO)c3C[C@H]2CN1C(=O)c1ccccc1
12	COc1ccc(S(=O)(=O)N2CCCCC2)cc1C(=O)N1CCCCCC1
13	C=CCSC(=C(C#N)C#N)c1cc2c([nH]1)CCCC2
14	COc1ccc(-c2cc(=O)oc3c(C)c(OCC(=O)N[C@@H](Cc4ccc(O)cc4)C(=O)O)ccc23)cc1
15	CCNS(=O)(=O)c1ccc(NC(=O)Nc2cccc(C(F)(F)F)c2)cc1
16	CCOc1cc(CNC(C)C)c(Cl)cc1OCC(=O)NCCc1ccccc1
17	Cc1ccc(C(=O)Oc2ccc(Br)cc2C(=S)N2CCOCC2)cc1
18	Cc1ccc(N(CC(=O)N2CCOCC2)S(C)(=O)=O)cc1
19	O=C(C(NS(=O)(=O)c1cccs1)c1ccccc1)N1CCN(c2ccccc2)CC1 (centres undefined)
20	COc1ccc(S(=O)(=O)Cc2ccc(C(=O)NCc3cccs3)o2)cc1

screen / no.	11	12	13	14	15	16	17	18	19	20
IDE act	/	-3	-3	2	1	2	1	-5	2	6
VIM-2 inh	-2.1	-0.3	2.0	0.4	-2.6	-2.2	-1.4	-5.0	-1.1	1.1
p-CIP stab down	-11	6	-10	9	-6	4	6	-5	-3	-1
NALP1 inh	14	1	13	12	/	3	20	-41	1	10
IMP-1 inhibitor	-2.6	-1.7	1.5	-3.3	-2.8	-4.2	-0.7	-2.8	-2.9	-3.5
GPR7 antag	4	-2	11	-6	3	1	-12	11	-6	-13
PfM18AAP inh	4	0	0	-9	2	-20	16	-3	0	-1
IDE cell inh	0	8	2	3	-2	3	0	8	3	-5
PHOSPHO1 inh	-11	15	57	29	5	3	13	41	-26	19

21	CCC1(C)Cc2ccccc2C(=S)N1 (centres undefined)
22	Cc1ccc(S(=O)(=O)N2CCC(=O)N(C(COCc3cccc(C(F)(F)F)c3)C(C)C)CC2)cc1 (centres undefined)
23	CCOCCCNC(=O)C(NC(=O)CNC(=O)c1ccccc1)c1ccccc1 (centres undefined)
24	O=C(Cn1cnc2ccccc2c1=O)N1CCc2ccccc2C1
25	CCN(CC)S(=O)(=O)c1cc(OC)ccc1N=Nc1ccc(O)c2ncccc12
26	CC(=O)NCCc1nc2ccccc2n1CCCCOc1ccccc1
27	Cc1ccc(CN2C(=O)C(C)Oc3ccccc32)cc1 (centres undefined)
28	COc1ccc(CNC(=O)C2CCCN2CCc2ccccc2)cc1OC (centres undefined)
29	COc1cc(Cl)c(C)cc1NC(=O)CSc1ccc(NC(C)=O)cc1
30	Cc1ccc2nc(NCC(=O)O)nc(-c3ccccc3)c2c1

screen / no.	21	22	23	24	25	26	27	28	29	30
IDE act	5	3	5	7	-6	-1	2	0	-9	5
VIM-2 inh	-3.3	0.6	-4.0	-4.1	-7.9	-2.4	-5.4	-2.1	-1.7	-0.4
p-CIP stab down	-15	-6	-11	-6	-7	-17	-18	-4	22	-27
NALP1 inh	-2	31	0	-18	10	9	-5	-2	28	8
IMP-1 inhibitor	-1.6	1.2	-4.8	-0.9	-8.4	-1.6	-2.9	-1.8	-1.9	-2.9
GPR7 antag	-10	18	4	1	-9	-4	-9	-9	-3	-13
PfM18AAP inh	0	11	-9	1	0	-8	2	-6	-6	-1
IDE cell inh	-6	4	7	2	/	/	9	5	18*	1
PHOSPHO1 inh	23	-4	3	63*	-29	6	40	-13	-3	24

31	CCn1c(SCC(=O)c2ccccc2)nnc1-c1cnccn1
32	O=C(CSc1n[nH]c(-c2ccccn2)n1)Nc1ccc(F)cc1
33	O=C(c1cc(COc2ccc(F)cc2F)on1)N1CC[C@@H]2CCCC[C@H]2C1
34	NS(=O)(=O)c1ccc(NC(=O)CSc2nc(Nc3ccccc3)nc(N3CCOCC3)n2)cc1
35	Cc1ccccc1CS(=O)(=O)CC(O)CN1CCCC1=O (centres undefined)
36	Cc1c(CCOC(=O)C23CC4CC(CC(C4)C2)C3)sc[n+]1Cc1ccccc1
37	Cc1nnc(NC(=O)CN2C(=O)c3ccccc3S2(=O)=O)s1
38	CC(C)(CCO)Nc1ncnc2onc(-c3ccc(F)cc3)c12
39	O=C(C1CC(=O)N(c2ccccc2)C1)N1CCN(c2ccccc2F)CC1 (centres undefined)
40	CCOC(=O)Cn1c(=NC(=O)c2ccc([N+](=O)[O-])s2)sc2ccccc21

screen / no.	31	32	33	34	35	36	37	38	39	40
IDE act	7	2	0	-2	3	8	5	3	8	-2
VIM-2 inh	-0.5	3.4	-1.3	1.4	-0.2	-2.3	-1.3	0.0	-2.1	-4.4
p-CIP stab down	-9	-13	-16	-5	7	10	-8	-20	-18	-5
NALP1 inh	9	0	7	12	8	16	0	17	0	42
IMP-1 inhibitor	-3.2	-2.6	-1.7	-0.4	-0.3	-0.6	-2.7	0.7	-2.2	-2.3
GPR7 antag	-1	5	-13	-3	0	2	4	0	-13	-4
PfM18AAP inh	-4	3	-2	-1	2	-9	2	-15	5	-2
IDE cell inh	-3	5	-11	2	3	2	-3	-5	2	-2
PHOSPHO1 inh	7	16	23	12	11	-17	14	31	27	-16

Given with values under each structure: entries from further up
Every second line gives: IDE act | VIM-2 inh | p-CIP stab down | NALP1 inh | IMP-1 inhibitor | GPR7 antag | PfM18AAP inh | IDE cell inh | PHOSPHO1 inh
26	CC(=O)NCCc1nc2ccccc2n1CCCCOc1ccccc1
  -1 | -2.4 | -17 | 9 | -1.6 | -4 | -8 | / | 6
27	Cc1ccc(CN2C(=O)C(C)Oc3ccccc32)cc1 (centres undefined)
  2 | -5.4 | -18 | -5 | -2.9 | -9 | 2 | 9 | 40
28	COc1ccc(CNC(=O)C2CCCN2CCc2ccccc2)cc1OC (centres undefined)
  0 | -2.1 | -4 | -2 | -1.8 | -9 | -6 | 5 | -13
29	COc1cc(Cl)c(C)cc1NC(=O)CSc1ccc(NC(C)=O)cc1
  -9 | -1.7 | 22 | 28 | -1.9 | -3 | -6 | 18* | -3

The list continues.
41	COCCCNC(=O)CN(c1cccc(Cl)c1C)S(C)(=O)=O
42	Cc1ccc(SCC(=O)NC(=O)Nc2ccc3c(c2)OCCO3)cc1C
43	Cc1ccc(NC(=O)NC(=S)NC(=O)c2ccccc2)cc1
44	C[C@H]1[C@H](C)CC[C@]2(C(=O)O)CC[C@]3(C)C(=CC[C@@H]4[C@@]5(C)CC[C@H](O)C(C)(C)[C@@H]5CC[C@]43C)[C@H]12
45	COc1cc(-c2noc(C)c2C#Cc2nccn2C)cc(OC)c1OC
46	COc1cc2[nH]c(=O)n(Cc3ccc(C(=O)NC4CCN(Cc5ccccc5)CC4)cc3)c(=O)c2cc1OC
47	CCOC(=O)c1c(C)c(C(=O)Nc2ccccc2)c(C)n1CC
48	CN(C)S(=O)(=O)c1cccc(NC(=O)c2cncc(Br)c2)c1
49	COc1ccc(CN=Cc2c(C(F)(F)F)[nH][nH]c2=O)cc1
50	O=C(/C=C/C(=O)NCc1cccs1)NCc1cccs1
51	Cc1ccc(Nc2nc(N)nc(CN3CCN(c4ccccc4)CC3)n2)cc1Cl
52	O=C1CC(C(=O)N(CC2CCCO2)C(C(=O)NC2CCCCC2)c2ccncc2)CS1 (centres undefined)
53	CCNC(=O)CCc1nc(-c2ccc(C)cc2)no1

screen / no.	41	42	43	44	45	46	47	48	49	50	51	52	53
IDE act	-2	1	-2	9	4	-1	1	3	-1	2	-1	6	5
VIM-2 inh	-0.9	0.0	-1.2	/	30*	0.7	-1.9	-1.0	-1.8	-1.6	-6.1	-1.8	-1.7
p-CIP stab down	-11	1	4	-11	1	-3	-4	4	-72	-8	-7	7	4
NALP1 inh	-1	26	10	11	16	37*	45	20	8	/	23	3	/
IMP-1 inhibitor	-0.8	0.2	1.7	/	-2.5	-1.9	-1.2	-1.2	-4.3	-2.5	-5.4	-2.5	-2.3
GPR7 antag	-14	-6	-8	/	-8	-5	2	11	-8	-20	-14	-8	-13
PfM18AAP inh	-5	0	20	/	-6	-9	-4	-13	-11	-3	3	-3	0
IDE cell inh	0	-6	-3	-1	-1	-4	-2	2	4	0	5	-4	11
PHOSPHO1 inh	-22	3	-2	22	-19	0	3	4	6	37	4	-17	12
